Screening data (PubChem BioAssay)
HMGR II inh: inhibitors of E. faecalis class II HMGR, primary screen, biochemical, Enterococcus faecalis; 190,000 compounds, 0.41% hits; HMG-CoA reductase (Enterococcus faecalis, mvaE); inhibition, % at 10 µM; purified E. faecalis HMGR, NADPH absorbance 340 nm kinetic;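 active means inhibition above a set limit, the median over all tested compounds plus 3 SD, cut at about 9.5% in these data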;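 further: enzyme runs in reverse so mevalonate oxidation gives rising NADPH absorbance; 0% = complete reaction with DMSO and 100% = background rate lacking mevalonate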
L major viab: Leishmania major promastigote growth inhibition, primary screen. inhibition, % at 10 µM. 200,000 compounds, 9% hits. Leishmania major promastigotes, resazurin fluorescence viability; in the data active means inhibition above about 50%;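 further: promastigotes grown with compound for 44 hours at 28 °C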
TR-FRET SRC-2 ct: TR-FRET signal artefacts, primary screen, artefact control for PPARgamma SRC-2 agonist project, biochemical. TR-FRET ratio at 8 µM. TR-FRET artefact counter-screen; hits give high values. AID 1049, 2008. 200,000 compounds, 0.4% hits; in the data active means TR-FRET ratio above about 2000; further: inactives centre near 1500
RAM network inh: inhibitors of the yeast RAM network, primary screen, dse1pr::URA3 reporter, 5-FOA selection. S. cerevisiae dse1pr::URA3 reporter, 5-FOA growth OD615, 2 d; analog-sensitive cbk1-as2 kinase mutant strain. 190,000 compounds, 1.8% hits. inhibition, % at 50 µM;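 active means inhibition above a set limit, 3 SD over mean compound inhibition, cut at about 8.4% in these data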;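 further: 0% = DMSO-only wells with no growth and 100% = 10 µM 1-NA-PP1 full growth; inhibition rescues growth on 5-FOA so higher OD means more RAM inhibition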
bIAP inhibitor: bovine intestinal alkaline phosphatase inhibitors, primary screen, selectivity assay for TNAP inhibitor project, biochemical, bovine IAP, CDP-star luminescence. purified bovine IAP, 30 min. inhibition, % at 20 µM. 190,000 tested, under 10 active;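 active means over 50% inhibition of intestinal alkaline phosphatase at 20 µM in the single-dose screen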
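Assay system: bovine IAP enzyme; medium: DEA buffer 100 mM, pH 9.8, with MgCl2 1.0 mM, ZnCl2 0.02 mM; doses: 20 µM single dose; incubation: enzyme reaction for 30 min at room temperature; detection: CDP-star luminescence signal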
ROMK mod: ROMK potassium channel modulators, primary screen, cell-based, thallium flux, MLSMR library. ATP-sensitive inward rectifier potassium channel 1 (Homo sapiens), P48048. Tet-inducible ROMK, thallium flux fluorescence; actives lie on both sides. B-score at 10 µM. 130,000 compounds, 2% hits. AID 1918, 2009;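 active means signal ratio slope over the read window, or its plate-corrected B-score, at least 3 SD from the plate mean, either direction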;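 further: B-score of the F/F0 ratio slope over 7 to 12 s after thallium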
S1P3 antagonist: S1P3 receptor antagonists, primary screen, cell-based; CHO S1P3 NFAT-BLA reporter, FRET fluorescence, antagonist mode; inhibition, % at 4.98 µM; Sphingosine 1-phosphate receptor 3 (Homo sapiens), Q99500; 170,000 compounds, 0.27% hits;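 active means inhibition above the plate cutoff, the mean inhibition of test wells on that plate plus 3 SD, cut at about 28% in these data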;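 further: cells challenged with S1P at its EC80 of 0.8 µM; blue over green emission ratio from cleaved BLA substrate after 4 h stimulation; 0% = S1P-stimulated wells and 100% = unstimulated DMSO-only wells; some compounds past the cut are filed as inactive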
Target sequence (Q99500 whole entry, looked up): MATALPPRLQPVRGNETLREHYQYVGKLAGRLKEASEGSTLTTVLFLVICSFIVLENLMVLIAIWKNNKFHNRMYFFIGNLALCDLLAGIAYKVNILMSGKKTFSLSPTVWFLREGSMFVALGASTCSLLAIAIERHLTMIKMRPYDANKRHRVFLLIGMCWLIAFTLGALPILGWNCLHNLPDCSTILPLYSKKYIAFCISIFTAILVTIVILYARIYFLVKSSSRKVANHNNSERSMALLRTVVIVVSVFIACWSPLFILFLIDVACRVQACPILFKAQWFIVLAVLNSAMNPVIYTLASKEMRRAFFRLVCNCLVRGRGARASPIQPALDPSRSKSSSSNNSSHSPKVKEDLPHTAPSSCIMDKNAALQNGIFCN
PPARg SRC3 recr: PPARgamma agonists recruiting SRC-3 coactivator, primary screen, biochemical; 200,000 compounds, 0.26% hits; Peroxisome proliferator-activated receptor gamma (Homo sapiens), P37231; AID 731, 2007; activation, % at 8 µM; biochemical PPARgamma/SRC-3 coactivator recruitment assay; in the data active means activation above about 23%;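 further: 0% = DMSO and 100% = reference agonist; some compounds past the cut are filed as inactive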
Target sequence (P37231 whole entry, looked up): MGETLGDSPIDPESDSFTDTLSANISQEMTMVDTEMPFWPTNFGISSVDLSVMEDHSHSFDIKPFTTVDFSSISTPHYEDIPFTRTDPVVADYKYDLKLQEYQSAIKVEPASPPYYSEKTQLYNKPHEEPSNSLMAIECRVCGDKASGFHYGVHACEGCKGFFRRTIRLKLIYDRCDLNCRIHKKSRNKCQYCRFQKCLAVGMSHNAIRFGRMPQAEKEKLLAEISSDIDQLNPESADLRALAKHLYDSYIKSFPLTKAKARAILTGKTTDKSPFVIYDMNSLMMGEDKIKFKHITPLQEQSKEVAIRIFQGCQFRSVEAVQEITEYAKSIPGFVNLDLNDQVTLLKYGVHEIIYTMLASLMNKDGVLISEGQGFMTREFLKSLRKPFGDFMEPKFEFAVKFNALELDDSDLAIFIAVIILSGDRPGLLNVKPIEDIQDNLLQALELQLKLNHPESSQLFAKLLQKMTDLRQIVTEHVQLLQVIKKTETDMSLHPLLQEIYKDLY
PPARg SRC2 recr: agonists of PPARg-SRC-2 recruitment, primary screen, biochemical, HTS; PPARgamma LBD-SRC-2 recruitment; activation, % at 8 µM; 200,000 compounds, 0.34% hits; in the data active means activation above about 22%;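 further: 0% = vehicle and 100% = reference agonist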
Redox H2O2 prof: compounds producing H2O2 with reducing agent – biochemical, NIH compound library profiling, artefact control for MLSCN library redox annotation, primary screen; AID 878, 2007; 200,000 compounds, 0.03% hits; activation, % at 10 µM; DTT-dependent redox cycling H2O2, phenol red/HRP absorbance; 100% = 100 µM peroxide control, 0% = buffer;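 active means activation of at least 50% relative to the plate's high and low controls in the primary single-dose screen; inactive means activation below 50%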;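 further: compound incubated with DTT at 0.8 mM final as the reducing agent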
PPARg SRC1 recr: PPARgamma agonists recruiting SRC-1 coactivator, primary screen, biochemical | activation, % at 8 µM | PPARgamma-SRC-1 coactivator recruitment biochemical assay | Peroxisome proliferator-activated receptor gamma (Homo sapiens), P37231 | 200,000 compounds, 0.41% hits; in the data active means activation above about 19%;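 further: 0% = DMSO and 100% = reference agonist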
Starred values were filed as active, the others as inactive; x = not tested or not shown.

SMILES | HMGR II inh | L major viab | TR-FRET SRC-2 ct | RAM network inh | bIAP inhibitor | ROMK mod | S1P3 antagonist | PPARg SRC3 recr | PPARg SRC2 recr | Redox H2O2 prof | PPARg SRC1 recr
O=C(COC(=O)c1cc(Br)ccc1Cl)NC1CC1 | -1 | -6 | 1593 | 1.3 | 19 | 0.32 | -1 | 4 | 13 | 0.5 | 13
C=CCn1c(-c2ccccc2[N+](=O)[O-])n[nH]c1=S | 4 | 9 | 1437 | 1.8 | -21 | 0.3 | -1 | -1 | -2 | -0.8 | -6
CC1CCCN(S(=O)(=O)c2cc(Cl)ccc2Cl)C1 (centres undefined) | 3 | 7 | 1598 | 1.9 | 22 | -0.057 | 1 | 8 | 13 | 0.8 | 5
N#CCCN(C(=O)Nc1ccc(Cl)c(Cl)c1)c1ccccc1 | 0 | 9 | 1595 | 0.9 | 12 | -0.91 | 5 | -5 | -9 | 0.9 | -1
COc1ccc(-n2c(SC(CN3CCCCC3)CN3CCCC3=O)nc3ccccc3c2=O)cc1 (centres undefined) | -1 | -6 | 1493 | -1.1 | -18 | x | x | -5 | -3 | 1.8 | 7
Cc1ccc(S(=O)(=O)N2CCN(C(=O)c3cccs3)CC2)cc1 | 0 | -4 | 1473 | 2.9 | 1 | 1 | -7 | -2 | -2 | -0.5 | -10
CCOc1ccc(NC(=O)CN2CCN(CC(=O)Nc3ccc(F)c(F)c3)CC2)cc1 | 1 | 0 | 1431 | 0.3 | -6 | x | 15 | 2 | 2 | -2.6 | 7
N#Cc1c(SCC(=O)N2CCCCC2)nsc1SCC(=O)N1CCCCC1 | 2 | 4 | 1555 | 2.9 | 7 | x | -17 | 5 | 7 | 0.3 | 3
Cc1ccc(CNC(=O)CSc2nc(C)cc(C)c2C#N)cc1 | 0 | 3 | 1665 | 2.8 | 7 | 0.025 | 4 | 7 | 1 | 1.4 | 15
N#CCCn1c2ccccc2c2nc3ccccc3nc21 | -3 | 17 | 1840 | 2.0 | 7 | 0.14 | -5 | 9 | 8 | 0.9 | 12
COc1ccc(OC)c(S(=O)(=O)N(C)CC(=O)N2CCc3ccccc3C2)c1 | 0 | 2 | 1565 | 1.1 | 4 | x | -17 | 8 | 9 | 1.2 | 3
COc1ccccc1-c1n[nH]c(=S)n1Cc1ccco1 | 0 | -2 | 1521 | -0.6 | 12 | 0.073 | -16 | 7 | 1 | 0.1 | 10
O=C(OCCCN1CCCC1)C1(c2ccccc2)CCCC1 | 2 | 100* | 1614 | 0.2 | 0 | 0.023 | x | 1 | -3 | 1.8 | 3
COc1cc(C)c(C(C)C)cc1S(=O)(=O)NCCCn1ccnc1 | -1 | -1 | 1648 | 1.0 | 4 | -0.6 | -17 | 1 | -9 | 1.1 | 1
COC(=O)c1ccc(C(=O)OC)c(NC(=O)CSc2nnc(-c3ccccc3Cl)o2)c1 | x | -2 | 1661 | x | x | x | -26 | 9 | 3 | -2.4 | 0
O=C(O)CNC(=O)/C(=C/c1cccc([N+](=O)[O-])c1)NC(=O)c1ccco1 | 1 | -5 | 1767 | 2.9 | 0 | x | -8 | 5 | 2 | 0.3 | -1
COc1ccc(N(C(C)C(=O)NCc2ccco2)S(C)(=O)=O)cc1 (centres undefined) | -7 | -8 | 1502 | 1.5 | -2 | 0.038 | -5 | 8 | -1 | 1.7 | 3
COc1ccc(/C=N/NC(=O)CC(=O)N/N=C/c2ccc(OC)cc2)cc1 | -5 | 37 | 1515 | 1.7 | 12 | 0.21 | 3 | -2 | 5 | 0.1 | 1
CCn1nc(NC(=O)c2ccccn2)c2cc3cccc(C)c3nc21 | -1 | -3 | 1693 | 6.6 | -4 | x | -14 | 3 | 13 | 1.1 | -6
CCn1c(SCC(=O)NC2CCCCC2)nc2c(c1=O)SC(C)C2 (centres undefined) | -3 | 2 | 1694 | 0.4 | 3 | x | -20 | 4 | 12 | 0.2 | 6
CC(C)NC(=O)CC1C(=O)N(Cc2ccccc2)C(C)c2nc3ccccc3n21 (centres undefined) | 0 | -2 | 1526 | -0.4 | -5 | -0.13 | -6 | 0 | -4 | 2.2 | 4
COc1ccc(Cn2c(/C=C/c3ccccc3)nc3ccccc32)cc1 | 4 | 37 | 1609 | 0.7 | 16 | x | x | 14 | 5 | 1.2 | 0
CCC(=O)N1CCN(c2nc(-c3ccc(Cl)cc3)cs2)CC1 | -2 | 1 | 1373 | 2.0 | 22 | x | x | -6 | 5 | 1.5 | -5
C=CCn1c(-c2cccc(OC)c2)nc2nc3ccccc3nc21 | -3 | 35 | 1547 | 5.5 | -7 | x | x | -4 | 3 | 2.5 | 2
COc1cccc(NC2=NCC(=O)N2Cc2cccs2)c1 | 1 | -7 | 1507 | 0.8 | 10 | 0.16 | x | -4 | -10 | -0.1 | 1
CCOc1ccccc1NC(=O)N1CCCC1C(=O)Nc1nnc(CC)s1 (centres undefined) | 0 | -1 | 1620 | 0.0 | 6 | 0.39 | x | 2 | 5 | -1.8 | 6
CCOc1ccc2nc(NC(=O)C3CCCN(S(=O)(=O)c4cccc5nonc45)C3)sc2c1 (centres undefined) | 0 | 2 | 1388 | 2.7 | 10 | 0.52 | x | -2 | 0 | 0.2 | 2
CCOC(=O)c1sc(C)c(C(=O)NCCCN2CCOCC2)c1N | -4 | 12 | 1625 | 2.1 | -14 | 0.44 | -26 | 1 | -6 | 1.7 | 5
Cc1nn(Cc2ccccc2)c(Cl)c1C(=O)OC(C)C#N (centres undefined) | -3 | 2 | 1702 | 2.2 | -10 | -0.28 | -3 | 4 | 4 | -2.1 | 7
CCOC(=O)CNC(=O)Cn1cnc2c(nnn2-c2ccc(F)cc2)c1=O | 0 | -7 | 1578 | -0.6 | 0 | x | 3 | 1 | 5 | 0.5 | -6
Cc1cccc(C)c1NC1=NC(=S)N(c2ccc(C(=O)O)cc2)C12CCCCC2 | 1 | -2 | 1458 | 1.2 | -10 | -0.66 | -7 | -4 | 3 | -0.4 | -1
COc1cc(NC(=O)c2cccs2)ccc1NC(=O)c1ccccc1Cl | -1 | 0 | 1498 | 2.6 | 22 | 0.37 | -7 | 0 | 9 | -0.4 | 4
O=C(COC(=O)CCc1nc2ccccc2c(=O)[nH]1)NC(=O)NC1CCCC1 | 2 | 53* | 1541 | 0.3 | 8 | 0.68 | 13 | 4 | -5 | 0.2 | -4
CCCc1ccc(OCc2ccc(C(=O)NCc3cccnc3)o2)c(OC)c1 | -1 | 5 | 1658 | -0.2 | -25 | x | -9 | 1 | 10 | -0.3 | 5
COC(=O)CCn1nnc(-c2ccc(C(C)C)cc2)n1 | -7 | -4 | 1500 | 0.1 | -1 | 0.11 | 1 | 1 | -3 | -0.4 | -5
COc1cccc(-c2noc(CCC(=O)NC3CCCCC3)n2)c1 | 3 | -3 | 1518 | 1.6 | 7 | x | 23 | 7 | -8 | 0.0 | 0
CCOC(=O)c1c(NC(=O)CNCCO)sc(C)c1C | 1 | 6 | 1444 | 2.8 | -23 | x | -1 | -2 | -3 | 0.4 | -4
O=C1CN(C(=O)COC(=O)c2cccnc2Cl)c2ccccc2N1 | -1 | -4 | 1443 | 1.8 | 6 | 1.3 | -2 | -5 | -2 | 7.5 | -1
O=c1c2ccccc2nc(SCc2cc(F)cc3c2OCOC3)n1Cc1ccco1 | -3 | 5 | 1536 | 2.8 | -2 | x | 11 | -4 | 7 | 2.7 | 0
Clc1ccc(CSc2nnc(NC3=NCCCCC3)s2)cc1 | -3 | -4 | 1604 | 0.7 | 2 | -0.52 | x | -2 | 1 | -0.3 | 0
O=C1CS/C(=C\[N+](=O)[O-])N1c1ccccc1 | 2 | 10 | 1432 | 5.0 | 28 | x | x | -8 | 1 | -3.0 | 0
O=C(O)C1CCCN(S(=O)(=O)c2ccccc2)C1 (centres undefined) | -2 | 1 | 1554 | 0.8 | -2 | -0.48 | -16 | -3 | -5 | -0.6 | -9
COc1ccccc1NC(=O)N1CCN(c2ccccn2)CC1 | 3 | 1 | 1376 | 0.7 | -4 | x | -1 | -3 | -3 | -1.0 | -5
COc1ccc(C2CC3CC(c4ccccc4)N2O3)cc1 (centres undefined) | -1 | -2 | 1554 | 0.0 | 0 | 0.26 | -16 | -5 | -2 | -0.4 | 8
COc1cccc(C(=O)NC(C)C(c2cccs2)N2CCOCC2)c1 (centres undefined) | -6 | -4 | 1611 | 0.7 | 6 | x | x | -2 | -2 | -2.8 | 9

Reprinted from the part before: two entries, followed by the next part.
SMILES | HMGR II inh | L major viab | TR-FRET SRC-2 ct | RAM network inh | bIAP inhibitor | ROMK mod | S1P3 antagonist | PPARg SRC3 recr | PPARg SRC2 recr | Redox H2O2 prof | PPARg SRC1 recr
COc1ccc(C2CC3CC(c4ccccc4)N2O3)cc1 (centres undefined) | -1 | -2 | 1554 | 0.0 | 0 | 0.26 | -16 | -5 | -2 | -0.4 | 8
COc1cccc(C(=O)NC(C)C(c2cccs2)N2CCOCC2)c1 (centres undefined) | -6 | -4 | 1611 | 0.7 | 6 | x | x | -2 | -2 | -2.8 | 9
COc1ccc(C(=O)c2c[nH]c(C(=O)NCCCn3ccnc3)c2)cc1 | -3 | -7 | 1792 | 0.4 | -20 | -0.18 | -3 | 4 | 3 | -0.9 | 8
CCCCOC(=O)c1ccc(NC(=O)CSc2nncn2C)cc1 | -3 | -4 | 1515 | -0.8 | 3 | -0.022 | x | -2 | 6 | 1.8 | 0
O=C(CSCc1ccc(Cl)cc1)N/N=C/c1c(Cl)cccc1Cl | -2 | 25 | 1471 | 5.1 | x | x | -8 | 2 | -3 | -0.5 | 0
Oc1ccc(-c2nccc(-c3cccs3)n2)cc1 | 1 | 1 | 1643 | -1.1 | -7 | x | x | 3 | 6 | 1.6 | 7
O=C(Cn1cc2c(n1)CCCCC2)NCc1cccs1 | -4 | -8 | 1657 | 1.4 | 13 | x | -25 | 3 | 9 | 0.3 | 4
CC1=C(C#N)C(c2ccoc2)C(C(=O)OCc2ccccc2)=C(N)S1 (centres undefined) | 1 | 9 | 1384 | -0.9 | 27 | x | -15 | 1 | -4 | 0.1 | -7
CCOC(=O)c1sc(=S)n(CC)c1NC(=O)CC | -4 | -5 | 1634 | 1.1 | 20 | 0.25 | x | 5 | 6 | -0.1 | 2
O=c1[nH]c2ccc(NC(=S)Nc3ccccc3)cc2[nH]1 | -1 | 7 | 1485 | -1.0 | 4 | -0.019 | -12 | 7 | -2 | -0.7 | 4
Cc1ccc(-c2cc(N)n(-c3ccccc3)n2)cc1 | 3 | 7 | 1654 | 2.2 | 4 | x | x | -5 | 13 | -3.8 | 1
